N370S GC mod = qHTS Assay for Inhibitors and Activators of N370S glucocerebrosidase as a Potential Chaperone Treatment of Gaucher Disease; N370S GC spleen homogenate, 4MU-glucoside fluorescence; Potency, µM (titrated, usually from 59.4 µM), for inactives: at the top dose activity change, negative = inhibition, hits mostly inhibitors; Lysosomal acid glucosylceramidase (Homo sapiens), P04062; hit rate 0.092% among 330,000;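 note: 0% = full enzyme activity and -100% = no enzyme basal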
FEN1 inhibitor = qHTS Assay for the Inhibitors of Human Flap endonuclease 1 (FEN1); P39748; Recombinant FEN1 flap cleavage, fluorescence, 15 min; Potency, µM (top dose mostly 114 µM), for the others: at the highest dose activity change, negative = inhibition, most hits filed as inhibitors; hit rate 0.35% among 390,000; note: nearly all actives have a fitted effect of over 65% in size
Target sequence (P39748 whole entry, looked up): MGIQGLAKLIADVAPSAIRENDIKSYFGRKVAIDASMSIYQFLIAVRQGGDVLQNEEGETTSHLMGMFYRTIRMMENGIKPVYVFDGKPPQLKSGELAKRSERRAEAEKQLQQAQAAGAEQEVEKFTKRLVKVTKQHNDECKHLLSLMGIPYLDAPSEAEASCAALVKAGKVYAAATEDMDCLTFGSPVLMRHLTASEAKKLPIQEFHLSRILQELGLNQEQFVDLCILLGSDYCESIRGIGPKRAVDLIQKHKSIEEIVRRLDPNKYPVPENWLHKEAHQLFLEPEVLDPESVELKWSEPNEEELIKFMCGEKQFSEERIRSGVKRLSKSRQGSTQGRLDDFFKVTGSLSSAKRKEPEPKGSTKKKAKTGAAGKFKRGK
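Read-out was taken twice, immediately and after 15 min, following addition of 50 nM substrate to 10 nM FEN1 that had sat with test compound for 15 min at room temperature. Curves came from a four-parameter Hill model.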
TDP1 inh = qHTS Assay for Inhibitors of Tyrosyl-DNA Phosphodiesterase (TDP1); Tyrosyl-DNA phosphodiesterase 1 (Homo sapiens), Q9NUW8; recombinant TDP1, AlphaScreen DNA substrate cleavage; Potency, µM (highest dose often 130 µM), inactives show at the top dose activity change, negative = inhibition, hits mostly inhibitors; hit rate 0.28% among 350,000; AID 485290, 2010; note: nearly all actives have a fitted effect of over 40% in size
Target sequence (Q9NUW8 whole entry, looked up): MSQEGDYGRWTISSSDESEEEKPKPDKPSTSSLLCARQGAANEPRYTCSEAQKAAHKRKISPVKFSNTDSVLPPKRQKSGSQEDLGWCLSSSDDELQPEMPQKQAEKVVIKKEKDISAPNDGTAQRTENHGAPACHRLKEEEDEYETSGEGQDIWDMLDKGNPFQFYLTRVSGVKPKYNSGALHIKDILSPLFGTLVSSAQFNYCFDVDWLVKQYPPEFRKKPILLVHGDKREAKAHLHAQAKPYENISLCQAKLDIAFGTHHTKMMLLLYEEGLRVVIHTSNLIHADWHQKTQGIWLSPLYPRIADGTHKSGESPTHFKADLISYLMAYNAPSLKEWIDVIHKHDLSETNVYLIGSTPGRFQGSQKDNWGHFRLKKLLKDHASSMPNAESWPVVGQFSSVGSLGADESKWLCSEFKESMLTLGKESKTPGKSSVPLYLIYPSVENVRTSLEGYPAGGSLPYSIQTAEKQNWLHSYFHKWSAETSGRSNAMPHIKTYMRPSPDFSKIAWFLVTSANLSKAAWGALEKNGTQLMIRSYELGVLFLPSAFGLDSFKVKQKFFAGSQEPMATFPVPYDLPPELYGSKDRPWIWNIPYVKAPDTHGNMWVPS
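E. coli-derived human Tdp1, 1 nM final. Cpd preinc 15 min RT; substrate 15 nM final, 5 min RT; AS bead mix 10 ug/ml final, 10 min RT. Signal loss = tyrosine-FITC cleavage. No-enzyme wells = max signal.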
* marks the source's active call; other numbers are inactive results; ? = inconclusive; . = not tested or not shown; & = joins results of further samples; [ ] = another dose, or the depositor's remark. Calls come from the whole dose curve; as a rule, active = well fitted curve in the direction sought with a large enough effect; inconclusive = small, poorly fitted or top-dose-only effect, or another doubt; inactive = no such curve, though single readings can be large; an effect the other way counts as inactive or inconclusive. Unless noted, % is set by controls: 0 for no effect and ±100 for the full control effect; potency is the fitted concentration of half-maximal effect.

SMILES	N370S GC mod	FEN1 inhibitor	TDP1 inh
O=C(COC(=O)CCS(=O)(=O)c1ccc(Cl)cc1)NCCc1ccc(Cl)cc1Cl	-4.9%	-1.7%	4.5%
CNc1c([N+](=O)[O-])ncn1C	-7.6%	1.0%	4.2%
O=C(CSc1nncc(=O)[nH]1)Nc1cccc([N+](=O)[O-])c1	-19.0%	18.6%	6.1%[56.1 µM]
Cc1cn2c(=O)c(C(=O)N3CCN(c4ccccc4F)CC3)cnc2s1	-1.4%	-1.1%	-15.4%[0.505 µM]
COc1ccc(NC(=O)N(C(C)C)C2CCN(C(C)=O)CC2)c(OC)c1	.	-2.5%	2.6%
Cc1c(N(C)C(=O)c2ccco2)c(=O)n(-c2ccccc2)n1C	-4.9%	0.0%	3.1%
CCCC(=NCc1ccccc1)C1=C(O)C(C(=O)OC)C(C)(C)CC1=O (stereo not given)	-3.7%	1.4%	5.0%
CC1CCCC(NC(=O)CCNS(=O)(=O)c2ccc(Br)cc2)C1C (stereo not given)	-4.9%	9.9%	2.6%
CCCNC(=O)c1ccc(N2CCC3(CC2)CC(c2ccc(Cl)cc2)=NO3)c([N+](=O)[O-])c1	0.0%	1.6%	.
COc1ccccc1S(=O)(=O)N1CCN(c2nc(-c3cccs3)nc3ccccc23)CC1	.	-3.0%	0.2%
O=C(O)C1CCN(S(=O)(=O)c2cccc3nonc23)CC1	-3.9%	1.1%	2.1%
CC(C)CNC(=S)NC1CC2CCCC(C1)N2C1CCCCC1 (stereo not given)	-14.6%	2.6%	0.0%
CCOC(=O)[C@@H]1[C@H]2COc3cc(OC)ccc3[C@H]2N2C(=O)N(c3ccccc3)C(=O)[C@]12C	.	-11.6%	0.6%
CCCC(=O)N(c1ccc(OC)cc1)C1C=CS(=O)(=O)C1 (stereo not given)	-16.2%	8.2%	6.8%
CC(=O)NC(O)C(=O)c1ccco1 (stereo not given)	2.2%	-2.9%	-1.5%

Rewritten with each value named: 4 of the compounds above.
> O=C(O)C1CCN(S(=O)(=O)c2cccc3nonc23)CC1
  N370S GC mod: -3.9% | FEN1 inhibitor: 1.1% | TDP1 inh: 2.1%

> CC(C)CNC(=S)NC1CC2CCCC(C1)N2C1CCCCC1 (stereo not given)
  N370S GC mod: -14.6% | FEN1 inhibitor: 2.6% | TDP1 inh: 0.0%

> CCOC(=O)[C@@H]1[C@H]2COc3cc(OC)ccc3[C@H]2N2C(=O)N(c3ccccc3)C(=O)[C@]12C
  N370S GC mod: . | FEN1 inhibitor: -11.6% | TDP1 inh: 0.6%

> CCCC(=O)N(c1ccc(OC)cc1)C1C=CS(=O)(=O)C1 (stereo not given)
  N370S GC mod: -16.2% | FEN1 inhibitor: 8.2% | TDP1 inh: 6.8%

Other compounds follow:
SMILES	N370S GC mod	FEN1 inhibitor	TDP1 inh
CC1CN(S(=O)(=O)c2ccc(C(=O)NC3CCCCC3)cc2)CC(C)O1 (stereo not given)	.	8.1%	1.6%
Cc1nc2ccccc2c(=O)n1NC(=O)C1CCC(C(C)(C)C)CC1 (stereo not given)	12.2%	-11.0%	2.3%
Cc1ccc(CCNCc2c(C(=O)O)c(C)n(-c3ccccc3)c2C)cc1	-24.3%	-3.3%	.
COCCNC(=O)Nc1cc(C(=O)NCc2ccc(C(C)C)cc2)ccc1N1CCCC1	.	-8.3%	3.8%
Cc1c(Cl)c(-c2n[nH]c(=S)n2-c2ccc(F)cc2)nn1C	-1.1%	-0.8%	2.9%
O=C(CSc1nnc(NC2CC2)s1)c1ccc[nH]1	.	-5.4%	0.1%
c1ccc(-c2csc3ncnc(NCC4COc5ccccc5O4)c23)cc1 (stereo not given)	?	1.4%	-1.9%
CCn1cc(C(=O)NCc2ccccc2)c(=O)c2cc(S(=O)(=O)N3CCc4ccccc4C3)ccc21	.	-13.2%	2.3%
O=C(CCCOc1ccc(Br)cc1)Nc1nnc(C2CC2)s1	.	20.5%	-2.0%[56.1 µM]
CCOc1ccccc1NC(=O)Cc1coc2ccc(C)cc12	8.3%	-1.6%	-2.7%
CCCOc1ccc(/C=N/Nc2cccc([N+](=O)[O-])c2)c(O)c1	9.3%	1.6%	3.0%
Cc1cc(OCCN2CCCC2)ccc1C(C)C	-3.2%	-7.1%	0.0%
COc1ccc([C@@H]2[C@@H](O)[C@H](O)[C@@H](C)N2C)cc1OC	-7.6%	.	1.9%
O=C(CSc1n[nH]c(=O)n1C1CC1)Nc1ccc(OC(F)(F)F)cc1	.	3.1%	-0.4%
Cc1c(C#N)sc2nc(-c3ccccc3)nc(N3CCCC3)c12	7.7%	7.9%	5.6%
COC(=O)c1ccc(C2NC(=O)NC(C)=C2C(=O)N(C)C)cc1 (stereo not given)	0.2%	0.9%	3.1%
CC(C)OC(=O)c1cccnc1SCC(=O)Nc1ccc(C(F)(F)F)cc1Cl	.	15.9%	-2.6%
CCN(c1ccccc1)S(=O)(=O)c1nnc(NC(=O)c2ccco2)s1	-12.4%	12.2%&-1.5%	1.3%
COCCNc1nc(-c2ccccc2)nc2c1oc1ccccc12	26.2%	-9.3%	-5.2%
CCCNC(=O)c1cccc(COCC(F)(F)C(F)F)c1	2.9%	-0.7%	5.6%
COc1ccc(N2CCN(C(=O)c3sc4ncn(CC(=O)N5CCCCC5C)c(=O)c4c3C)CC2)cc1 (stereo not given)	?	-16.2%	2.2%
Cc1ccc(C2=NS(=O)(=O)N(C)C(C(=O)NCc3ccc4c(c3)OCO4)=C2)cc1	-4.0%	-3.4%	.
Cc1ccc(C)c(NC(=O)N2CCc3ccccc3C2)c1	0.5%	14.1%	4.7%
COc1cccc(Oc2ccc(S(=O)(=O)N3CCCC3)cc2[N+](=O)[O-])c1	-7.7%	-14.5%	4.3%
O=C(COC(=O)CCc1c[nH]c(=O)[nH]1)Nc1cccc(Cl)c1	5.0%	5.1%	-1.0%
Clc1ccc(C#Cc2cccnc2)cc1	9.3%	-9.1%	-11.1%
O=C(CSc1nc(-c2cccc(F)c2)[nH]c1-c1ccccc1)Nc1ccc2c(c1)OCO2	.	5.5%	5.0%
O=C(Nc1ccc(F)cc1)N1CCN(c2ncccn2)CC1	-1.0%	15.9%	6.2%
O=S(=O)(/N=C(/Nc1cccc2ccccc12)c1ccccc1)c1ccc(Br)cc1	3.6%	-22.5%	7.3%
COCCNC(=O)Cn1nc(C)c2c(C)n(-c3ccc(C)cc3)nc2c1=O	.	33.3%	8.5%
O=CNCc1nc2ccccc2n1CCCc1ccccc1	-0.7%	-15.2%	4.6%
C/C(=N\NC(=O)CNC(=O)c1ccc2c(c1)OCCO2)c1ccco1	0.2%	4.3%	2.4%
O=C(NC1CCCCC1)c1cccnc1C(=O)O	3.5%	-1.7%	0.0%
COc1ccc(NC(C)C(=O)Nc2cc(C(F)(F)F)ccc2N2CCOCC2)c(OC)c1 (stereo not given)	12.8%	-23.3%	14.1%
CC1=C(C(=O)Nc2ccccn2)C(c2ccc(Br)cc2)NC(=S)N1 (stereo not given)	-23.2%	-1.2%	5.1%
NC(=O)c1ccc(Nc2ccc3c(c2)CCC3)c([N+](=O)[O-])c1	3.8%	-0.9%	.
COC(=O)c1ccc(OC)cc1OCC(=O)N1CCN(c2ccc(F)cc2)CC1	0.3%	4.8%	4.4%
CCCCN1CC(=O)N2[C@H]3c4cc(C)ccc4OC[C@@H]3[C@H](c3ccccc3)[C@]2(C)C1=O	.	8.3%	1.5%
COc1cc(OC)c2c(OC)cccc2n1	-14.3%	-4.1%	5.3%
COc1ccc(-c2n[nH]c(=S)n2-c2ccc3c(c2)OCCO3)cc1	1.2%	-6.0%	8.0%
O=C(NCCSCc1ccco1)Nc1ccc(Cl)cc1	11.6%	-4.2%	2.0%
Nc1c(Cl)c(Cl)nc(C(=O)N/N=C/c2cccnc2)c1Cl	17.7%	1.9%	0.0%
COc1ccc(NC(=O)N[C@@H](CCSC)C(=O)O)cc1OC	-0.9%	1.5%	1.3%
CC(C)(C)c1ccc(C(=O)c2c[nH]c(C(=O)NCCCn3ccnc3)c2)cc1	-15.2%	6.6%	9.8%
C#Cc1cccc(NC(=O)Cc2cccs2)c1	-2.3%	-10.4%	.
S=C(NNC(=S)NC1CC2CCC1C2)NC1CC2C=CC1C2 (stereo not given)	0.0%	-4.3%	6.3%
O=C(NCc1cccs1)C1CCCN(S(=O)(=O)c2ccc3c(c2)OCO3)C1 (stereo not given)	-3.2%	5.2%	4.9%
Cc1ccc(C(=O)N/C(=C/c2ccc(N(C)C)cc2)C(=O)NCC2CCCO2)cc1 (stereo not given)	5.3%	-1.3%	2.1%
C[C@@]12C(=O)N(CC3CCCO3)CC(=O)N1[C@H]1c3ccccc3OC[C@@H]1[C@@H]2c1ccccc1 (stereo not given in full)	.	-1.2%	-0.2%
Clc1ccccc1Cn1nnc(-c2cccs2)n1	10.3%	-2.3%	?
COc1ccc(-c2noc(CCCC(=O)NCCc3ccccc3)n2)cc1OC	-24.5%	-6.2%	3.9%
CCCCOc1cccc(C(=O)NC(=S)Nc2cccc(NC(=O)c3ccccc3Cl)c2)c1	24.3%	0.6%	-2.3%
Cc1nc(SCC(=O)Nc2ccccn2)n[nH]1	-5.9%	-0.8%	-1.2%
CCCn1c(NC(=O)C2CCN(C(=O)c3ccc(F)cc3)CC2)nc2ccccc21	3.4%	-0.8%	3.6%
COc1cc(/C=C/C(=O)NCC(=O)N2CCC(N(C)CCN3CCOCC3)CC2)ccc1OC(C)C	-3.6%	8.6%	-2.5%
COc1ccccc1NC(=S)N/N=C/c1cccc(C)c1	3.8%	-24.4%	3.4%
Cc1nc2cc(C(=O)O)ccc2n1-c1ccccc1	4.3%	-16.8%	-3.7%
CC1(C)C(CO)=CC(=O)C2=C1SCC(=O)N2	-8.7%	7.5%	6.6%
CN(c1ccccc1)S(=O)(=O)c1ccc(NC(=O)c2cc(=O)c3ccccc3o2)cc1	.	-0.9%	6.1%
O=C(NC1(C(F)(F)F)N=C2SCCN2C1=O)c1ccccc1F (stereo not given)	1.4%	2.2%	6.3%

Single records, as listed above. Screens in order: N370S GC mod	FEN1 inhibitor	TDP1 inh
Cc1nc2cc(C(=O)O)ccc2n1-c1ccccc1 in the list: 4.3%	-16.8%	-3.7%
Cc1nc(SCC(=O)Nc2ccccn2)n[nH]1 in the list: -5.9%	-0.8%	-1.2%
COc1cc(/C=C/C(=O)NCC(=O)N2CCC(N(C)CCN3CCOCC3)CC2)ccc1OC(C)C in the list: -3.6%	8.6%	-2.5%
Cc1ccc(C(=O)N/C(=C/c2ccc(N(C)C)cc2)C(=O)NCC2CCCO2)cc1 (stereo not given) in the list: 5.3%	-1.3%	2.1%
CCCn1c(NC(=O)C2CCN(C(=O)c3ccc(F)cc3)CC2)nc2ccccc21 in the list: 3.4%	-0.8%	3.6%

Other records follow:
SMILES	N370S GC mod	FEN1 inhibitor	TDP1 inh
CO[C@@H]1COC(=O)[C@H]2CCCN2C(=O)[C@@H](C)COC(=O)C/C=C\[C@H]1C	7.5%[12.8 µM]	.	7.9%[21 µM]
CCCN1CCN(C(c2cc3cc(OCC)ccc3[nH]c2=O)c2nnnn2C2CCCCC2)CC1 (stereo not given)	-7.5%	2.8%	3.2%
Cc1cccc(-c2noc(-c3ccccc3OCC(=O)Nc3ccccc3[N+](=O)[O-])n2)c1	.	-3.2%	14.3%
N#Cc1ccc(C(=O)N/N=C/c2cn(CC(=O)O)c3ccccc23)c(F)c1	11.0%	-1.6%	-2.7%
CCCC(=O)Nc1ccc(C(=O)Nc2cc(C(F)(F)F)ccc2Cl)cc1	-4.2%	-0.5%	0.0%
Cn1c(NCCO)nc2c1c(=O)n(Cc1ccc(F)cc1)c(=O)n2C	?	-1.8%	.
CCOc1cc(C2C(C(=O)OCC(C)C)=C(C)N=C3SCCC(=O)N32)ccc1OC(C)=O (stereo not given)	-2.7%	-13.8%	2.9%
Cc1cccc(OCC(O)CN2CCc3ccccc3C2)c1 (stereo not given)	1.8%	3.1%	5.5%
COC(=O)NC1CSCC1OC(=O)c1ccc(Br)cc1 (stereo not given)	0.4%	-17.3%	-4.9%
CCC1CCCCN1C/C=C/c1ccccc1[N+](=O)[O-] (stereo not given)	2.3%	5.2%	-2.0%
COc1ccc(NC2=C3CCCC=C3N(c3ccc(OC)cc3)C2=O)cc1	11.2%	2.2%	1.2%
Cc1nonc1OCCN1CCN(c2ccccc2[N+](=O)[O-])CC1	3.7%	-0.4%	5.0%
O=C(COC(=O)/C=C/c1ccc(OC(F)F)cc1)NC1CCCC1	.	1.7%	-0.7%
COc1cccc(CC(NC(C)=O)C(=O)NC2CCN(c3ncccc3[N+](=O)[O-])CC2)c1 (stereo not given)	-14.9%	.	2.7%
COc1ccc(S(=O)(=O)c2c(SC)nn(CC(=O)Nc3ccc(C)c(Cl)c3)c2N)cc1	.	10.4%	7.9%
CCc1c(C(=O)N/N=C/c2cccs2)nnn1-c1nonc1N	0.9%	-3.4%	-8.0%
CN1C(=O)CC(c2ccco2)Sc2ccccc21 (stereo not given)	7.5%	1.4%	2.0%

High-throughput results as filed in PubChem BioAssay.

This is a random part of the collection. About 0.57% of those tested had a hit in this group.
